BRCT inh green = qHTS Assay for Inhibitors of BRCT-Phosphoprotein Interaction (Green Fluorophore); actives 0.05% (n = 75,000); AID 875, 2007; BRCA1 BRCT-phosphopeptide binding, green fluorescence polarization; Breast cancer type 1 susceptibility protein (Homo sapiens), P38398; Potency, µM (series often up to 76.9 µM), inactives show at the top dose activity change, negative = inhibition, most hits filed as inhibitors;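 further: potency means the concentration at half of the fitted maximal effect; plate controls were peptide without protein for full effect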
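Fluorescence polarization: His-tagged BRCT (~35 kDa BRCA1 C-terminus, 250 nM) bound to 100 nM fluorescein-labeled phosphorylated 10-aa BACH1 peptide, pH 7.3 phosphate buffer with DTT and Tween 20. Compounds incubated 12 min at room temperature; inhibition read as lowered polarization.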
BRCT PPI red = qHTS Assay for Inhibitors of BRCT-Phosphoprotein Interaction (Red Fluorophore); BRCT-phosphopeptide binding, red fluorescence polarization; Potency, µM (series often up to 76.9 µM), for inactives: at the top dose activity change, negative = inhibition, most hits filed as inhibitors; actives 0.03% (n = 75,000); AID 892, 2007; further: on the % scale 0 is the no-effect control and ±100 the full control effect
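Rhodamine-labelled pBACH1 10-mer (100 nM) bound to BRCT domain (100 nM) at pH 7.3; compounds incubated 12 min room temperature, polarization read. Free peptide defines full inhibition; unlabelled decapeptide titrated as control.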
A350 fluor = qHTS Assay for Spectroscopic Profiling in A350 Spectral Region. actives 11% (n = 59,000). AID 590, 2007. max dye-equivalent concentration, M. Compound autofluorescence, 340/450 nm, Alexa 350 dye-equivalents; active compounds read high; in the data active means max dye-equivalent concentration above about 10 nM; inconclusive means mostly about 1.1 nM to 9.6 nM
Fluorescein fluor = qHTS Assay for Spectroscopic Profiling in Fluorescein Spectral Region; Compound autofluorescence, 480/540 nm, fluorescein-equivalent; active compounds read high; actives 0.91% (n = 59,000); max fluorescein-equivalent concentration, M; in the data active means max fluorescein-equivalent concentration above about 10 nM; inconclusive means between about 1.1 nM and that limit
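Read-out is intrinsic compound fluorescence at 480/540 nm (excitation/emission), expressed as dye-equivalent concentration using a fluorescein standard series run on every plate. Compounds sat 15 min at room temperature in 100 mM Tris, pH 8.0.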
Epigenetic mod = qHTS Assay for Epigenetic Modulators | actives 0.09% (n = 68,000) | Potency, µM (titrated, usually from 46.1 µM), without a hit: top-dose GFP derepression (activation) | mouse C127i GFP locus derepression, cytometry, 30 h; further: % of control where 0% means no effect
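Derepression screen: silenced CMV-GFP reporter in murine C127i cells, 30 h compound incubation at 37 C, washed cells imaged by laser-scanning cytometer to enumerate GFP-expressing objects of 20 to 120 um.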
Casp7 inh = qHTS Assay for Allosteric/Competitive Inhibitors of Caspase-7. Potency, µM (titrated, usually from 57.5 µM), for the others: at the highest dose activity change, negative = inhibition, usual class: inhibitors. P55210. recombinant caspase-7, Ac-DEVD-AFC fluorescence rate. AID 889, 2007. actives 0.02% (n = 75,000); active means well fitted inhibition curve with a large enough effect in the main read-out, with a control signal flat, not every such curve was filed as active; inconclusive means small, poorly fitted or top-dose-only effect, or a change in a side signal; further: potency means the concentration at half of the fitted maximal effect; % of control where 0% means no effect
UbGFP stabilizer = Ubiquitin-GFP Assay; Ubiquitin-GFP reporter cells, proteasome inhibition, GFP fluorescence; response scale: untreated = 0%, 10 µM MG-132 = 100%; 67,000 tested, under 10 active; AID 526, 2006; Potency, µM (highest dose often 45.9 µM), inactives show at the highest dose activation (GFP accumulation), most hits filed as activators; active means well fitted activation curve with a large enough effect, not every such curve was filed as active; inconclusive means small, poorly fitted or top-dose-only effect, or another doubt; inactive means no such curve, though single readings can be large or run the other way; further: potency means the concentration at half of the fitted maximal effect
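Proteasome blockade was scored as a rise in GFP-expressing U2OS cells carrying a ubiquitin(G76V)-GFP construct, imaged after 4 hr compound treatment at 37 °C across a 46 uM–2.9 nM series.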
USP2a inhib = qHTS Assay for Inhibitors of Ubiquitin-specific Protease USP2a; Ubiquitin carboxyl-terminal hydrolase 2 (Homo sapiens), O75604; USP2a enzymatic assay, qHTS inhibition; Potency, µM (series often up to 38.3 µM), for inactives: top-dose activity change, negative = inhibition, hits mostly inhibitors; actives 0.1% (n = 60,000);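 further: potency means the concentration at half of the fitted maximal effect; nearly all actives have a fitted effect of over 60% in size; plate controls were DMSO for no effect and NEM full inhibition control for full effect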
Target sequence (O75604 whole entry, looked up): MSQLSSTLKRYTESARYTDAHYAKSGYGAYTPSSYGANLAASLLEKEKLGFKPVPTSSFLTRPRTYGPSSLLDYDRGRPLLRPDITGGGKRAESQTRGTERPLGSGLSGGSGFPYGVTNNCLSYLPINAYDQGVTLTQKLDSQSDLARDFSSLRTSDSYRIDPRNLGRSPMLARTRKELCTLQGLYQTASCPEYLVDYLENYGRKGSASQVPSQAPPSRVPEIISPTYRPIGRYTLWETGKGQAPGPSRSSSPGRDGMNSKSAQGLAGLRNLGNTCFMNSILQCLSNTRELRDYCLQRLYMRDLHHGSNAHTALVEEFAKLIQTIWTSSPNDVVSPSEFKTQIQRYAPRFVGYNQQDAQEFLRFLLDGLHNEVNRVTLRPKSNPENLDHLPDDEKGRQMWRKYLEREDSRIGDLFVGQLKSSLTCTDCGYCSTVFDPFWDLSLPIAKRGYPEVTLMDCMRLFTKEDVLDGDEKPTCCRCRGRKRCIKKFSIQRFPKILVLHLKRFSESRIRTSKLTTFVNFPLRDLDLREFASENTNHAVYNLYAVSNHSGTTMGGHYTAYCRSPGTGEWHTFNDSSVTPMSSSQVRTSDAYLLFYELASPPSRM
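USP2 core (20 nM final) was preincubated with compound for 30 min at RT in 20 mM Tris-HCl pH 8.0, 2 mM CaCl2, 2 mM beta-mercaptoethanol; Ub-PLA2 (20 nM) plus NBD C6-HPC (20 uM) then added, fluorescence read after 2.5 h.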
HEK293 cAMP cs = qHTS Assay for Agonists of the Thyroid Stimulating Hormone Receptor: Activators of Intracellular cAMP Concentrations in Parental HEK 293 | parental HEK293 CNG cAMP sensor, membrane potential fluorescence | Potency, µM (highest dose often 57.1 µM), inactives show top-dose activation, hits mostly activators | actives 2.5% (n = 73,000) | AID 938, 2007; further: potency means the concentration at half of the fitted maximal effect; % of control where 0% means no effect; nearly all actives have a fitted effect of over 55% in size
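Parental HEK 293 cells stably expressing a modified CNG channel (no TSHR) report cAMP rise as membrane depolarization. Membrane potential dye with 100 uM RO 20-1724 was loaded for 60 min at room temperature, then compound added for 30 min; fluorescence read at 590 nm.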
Casp1 inh = qHTS Assay for Allosteric/Competitive Inhibitors of Caspase-1 | AID 900, 2007 | Caspase-1 enzyme, Ac-WEHD-AFC fluorogenic rate | P29466 | Potency, µM (doses to about 57.5 µM), for the others: at the highest dose activity change, negative = inhibition, actives largely listed as inhibitors | actives 0.03% (n = 75,000);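 further: potency means the concentration at half of the fitted maximal effect; plate controls were vehicle for no effect and no substrate for full effect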
Target sequence (P29466 120-297 limits assumed): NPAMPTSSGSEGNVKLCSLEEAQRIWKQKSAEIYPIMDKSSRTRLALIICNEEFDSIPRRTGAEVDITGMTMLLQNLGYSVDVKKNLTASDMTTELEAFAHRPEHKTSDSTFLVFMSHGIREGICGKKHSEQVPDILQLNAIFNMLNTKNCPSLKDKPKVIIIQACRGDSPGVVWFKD
Target sequence (P29466 317-404 limits assumed): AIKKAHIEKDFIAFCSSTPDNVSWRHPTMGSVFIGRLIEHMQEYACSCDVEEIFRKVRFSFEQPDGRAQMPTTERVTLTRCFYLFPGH
4MU fluor = qHTS Assay for Spectroscopic Profiling in 4-MU Spectral Region; compound autofluorescence, 340/450 nm, 4-MU equivalents; active compounds read high; max dye-equivalent concentration, M; actives 11% (n = 59,000); AID 589, 2007; in the data active means max dye-equivalent concentration above about 10 nM; inconclusive means mostly about 1.1 nM to 9.6 nM
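Intrinsic fluorescence at 340/450 nm (ex/em) was read after 15 min at room temperature in pH 8.0, 100 mM Tris. Each compound concentration expressed as 4-MU-equivalent concentration from a six-point 4-MU standard series on each plate.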
* hit, by the source's call; i = inactive; ? = inconclusive; . = no result given; & = joins results of further samples; [ ] = remark or other dose. Unless noted, the call rests on the fitted dose curve; in most records, active means well fitted curve in the direction sought with a large enough effect; inconclusive means small, poorly fitted or top-dose-only effect, or another doubt; inactive means no such curve, though single readings can be large; an effect the other way counts as inactive or inconclusive.

Compound	BRCT inh green	BRCT PPI red	A350 fluor	Fluorescein fluor	Epigenetic mod	Casp7 inh	UbGFP stabilizer	USP2a inhib	HEK293 cAMP cs	Casp1 inh	4MU fluor
COc1ccc(N2CCN(C(c3cccs3)C(C)NS(=O)(=O)c3ccccc3)CC2)cc1 (stereo not drawn)	-1.8%	-0.8%	i	i	-1.0%	-5.0%	-9.9%	18.5%	0.4%	-2.4%	i
O=C(COc1ccccc1)NC(Cc1c[nH]c2ccccc12)C(=O)O (stereo not drawn)	-0.4%	-0.3%	.	.	2.5%	-1.0%	-8.2%	-3.6%	7.3%	-0.8%	.
COc1ccc(C(=O)OCc2cc3cccc(C)c3[nH]c2=O)cc1	-0.7%	0.0%	i	?	-2.0%	2.0%	5.7%	8.2%	12.4%	0.3%	i
O=C(NCCCN1CCN(C2CCCCC2)CC1)Nc1ccccc1C(F)(F)F	-2.4%	1.4%	?	i	4.1%	-0.9%	-1.4%	-7.9%	7.5%	-1.4%	i
CC(C)CSc1nc2c(c(=O)[nH]c(=O)n2C)n1CCc1ccccc1	0.9%	-0.9%	i	i	-1.9%	-0.5%	-1.4%	49.8%[activator]	?	-0.6%	i
OCCOCCN1CCN(C2=Nc3ccccc3Sc3ccccc32)CC1	2.0%	-1.1%	.	.	.	1.1%	.	18.3%	.	3.5%	.
NCC1CCC(C(=O)O)CC1 (stereo not drawn)	-2.6%[3.08 µM]	-0.5%	i	i	2.3%[20.6 µM]	0.8%	0.0%[20.5 µM]	-5.0%	-8.5%[25.6 µM]	0.2%	i
COc1ccc(C(=O)OCn2nnc3ccccc3c2=O)cc1OC	-0.1%	-0.1%	i	i	1.6%	-0.2%	1.0%	-4.7%	10.5%	-2.7%	i
NC1=NC(c2ccc(Cl)cc2)n2c(nc3ccccc32)N1 (stereo not drawn)	-2.5%	2.1%	i	?	-2.5%	8.6%	-0.1%	-1.2%	4.0%	2.5%	i
CCCS(=O)(=O)c1cn2cccc(N)c2c1S(=O)(=O)CCC	-0.1%	-4.1%	?	?	2.3%	-17.7%	10.5%	-8.3%	-0.6%	?	?
O=c1cc(-c2ccccc2)nc(N2CCCCC2)[nH]1	-0.5%	0.7%	?	i	0.0%	-1.9%	13.3%	8.2%	-2.0%	2.7%	?
COc1ccc(-c2nc(C#N)c(N3CCCCCC3)o2)cc1OC	-3.1%	0.2%	1.6e-07M*	i	0.0%	0.0%	-2.6%	-16.2%	8.1%	-2.0%	1.2e-07M*

Not a retest: an excerpt of the list.
Compound	BRCT inh green	BRCT PPI red	A350 fluor	Fluorescein fluor	Epigenetic mod	Casp7 inh	UbGFP stabilizer	USP2a inhib	HEK293 cAMP cs	Casp1 inh	4MU fluor
COc1ccc(N2CCN(C(c3cccs3)C(C)NS(=O)(=O)c3ccccc3)CC2)cc1 (stereo not drawn)	-1.8%	-0.8%	i	i	-1.0%	-5.0%	-9.9%	18.5%	0.4%	-2.4%	i
O=C(COc1ccccc1)NC(Cc1c[nH]c2ccccc12)C(=O)O (stereo not drawn)	-0.4%	-0.3%	.	.	2.5%	-1.0%	-8.2%	-3.6%	7.3%	-0.8%	.

(listing goes on)
Compound	BRCT inh green	BRCT PPI red	A350 fluor	Fluorescein fluor	Epigenetic mod	Casp7 inh	UbGFP stabilizer	USP2a inhib	HEK293 cAMP cs	Casp1 inh	4MU fluor
COCCNC(=O)CN(c1cc(C(F)(F)F)ccc1Cl)S(C)(=O)=O	-2.3%	1.7%	.	.	-1.6%	0.1%	9.2%	3.1%	26.2%	0.2%	.
CCOC(=O)c1c(NC(=O)CSc2nnnn2C)sc(CC)c1C	3.2%	1.2%	i	?	0.0%	-2.0%	-2.0%	-14.1%	?	-1.6%	i
COC(=O)c1c(-c2ccc(F)cc2)noc1N	-6.4%	-0.3%	?	?	2.6%	-2.4%	16.7%	-3.6%	15.4%	-0.6%	?
Cc1ccc2c(c1)c1c(n2CC(O)CNC(CO)(CO)CO)CCCC1 (stereo not drawn)	-3.4%	-0.2%	.	.	0.0%	-4.0%	-9.4%	.	-2.4%	-3.3%	.
CC(C)Cn1c(=O)n(C)c(=O)c2[nH]cnc21	-1.5%	0.8%&0.1%&-2.9%	?	i	1.1%	1.2%&0.4%&0.2%	1.5%	-0.3%&-6.4%&5.0%	-6.9%	1.2%&4.2%&3.9%	?
Cc1cccc(-n2ncc3c(Nc4ccc(F)cc4)ncnc32)c1	2.1%	1.1%	.	.	.	1.6%	6.0%	.	1.2%	-1.2%	.
Cc1nnc(SCc2ccc(F)cc2)s1	-1.2%	0.6%	i	?	-2.9%	-2.4%	?	-0.4%	1.5%	0.6%	i
O=C(O)c1ccc(Br)c(S(=O)(=O)N2CCCC2)c1	-0.9%	0.1%	.	.	0.0%	-0.7%	-4.5%[9.17 µM]	5.5%[7.66 µM]	0.3%[11.4 µM]	-2.9%	.
O=C(NCC(c1cccnc1)N1CCN(c2ccccc2)CC1)C1CCCCC1 (stereo not drawn)	-0.2%	1.2%	i	i	-2.9%	0.6%	-0.3%	0.9%	15.0%	-0.4%	i
Cn1c(Cn2c(=O)sc3ccccc32)nnc1SCC(=O)Nc1ccc(F)cc1	-6.4%	-2.1%	.	.	.	0.3%	-5.7%	.	8.5%	-1.3%	.
COc1ccc(C(N)=O)cc1N	-0.6%	1.2%	.	.	0.2%	0.5%	10.3%	-4.0%	-1.6%	1.1%	.
Cc1cc(C)c2nc(SCC#N)cc(C)c2c1	-1.1%	0.5%	i	?	1.3%	-0.8%	-2.8%	0.9%	?	-0.3%	i
O=c1c2cnn(-c3ccccc3Cl)c2ncn1Cc1cccnc1	2.1%	0.2%	i	?	-2.9%	0.2%	0.0%	13.5%	7.4%	0.2%	i
CN(C)c1nc(N)nc(CSc2nnnn2C)n1	-0.1%	-0.2%	i	i	-3.2%	-0.1%	7.1%	-5.2%	3.6%	3.6%	i
O=C(N/N=C1/C[C@@H](O)[C@@H](O)[C@@H]2[C@@H]3C(=O)N(Cc4ccccc4)C(=O)[C@H]3CC[C@@H]12)OCc1ccccc1	0.0%[15.4 µM]	0.3%[15.4 µM]	.	.	.	-1.9%[11.5 µM]	.	.	-5.9%[11.4 µM]	-0.4%[11.5 µM]	.
O/N=C(\Cc1cscn1)c1ccc(O)cc1O	-0.5%	-1.8%	i	i	-2.3%	2.7%	-6.2%	-6.2%	11.7%	1.4%	i
O=C(c1ccc(Cn2cc(Cl)cn2)o1)N1CCN(Cc2ccc3c(c2)OCO3)CC1	0.4%	0.1%	i	i	3.6%	1.7%	12.0%	8.7%	24.0%	1.3%	i
Cc1ccc(C)c(Cn2c(=O)n(CCC(=O)NCc3ccco3)c(=O)c3sccc32)c1	-0.8%	0.7%	i	i	2.4%	-2.8%	-10.8%	-7.4%	?	-1.1%	i
Cc1ccc(C)c(NC(=O)CSc2nnc(-c3ccco3)o2)c1	-2.5%	-0.4%	i	i	1.6%	-1.0%	7.1%	-0.2%	1.2%	-2.1%	i
C=CCOc1ccc(Cl)cc1C(=O)O	1.8%	0.0%	i	i	1.7%	-1.1%	-3.0%	-9.0%	20.4%	-0.5%	i
Cc1ccc(NC(=O)CCC(=O)OCC(F)(F)C(F)F)cc1	-1.9%	0.1%	.	.	-1.6%	-0.3%	0.8%	-4.0%	7.1%	1.2%	.
CC(C)C(C(=O)NCc1ccco1)N(C(=O)CNS(=O)(=O)c1ccccc1)C1CCCC1 (stereo not drawn)	0.5%	-0.5%	i	i	-2.3%	1.2%	2.1%	.	?	-0.2%	i
COc1ccccc1NC(=O)C1=C(C)NC2=C(C(=O)CCC2)C1c1ccc(C)o1 (stereo not drawn)	-0.5%	-0.2%	1.58e-08M*	i	0.3%	-2.0%	-2.6%	19.1%	6.3%	-2.4%	1.58e-08M*
CCCc1[nH]nc2c1C(c1cccc(OC(=O)c3ccco3)c1)C(C#N)=C(N)O2 (stereo not drawn)	0.1%	0.7%	i	i	-1.2%	-0.5%	-18.8%	20.5%	9.7%	2.6%	i
CCCCCCn1cnc2c(c1=O)c1nc3ccccc3nc1n2/N=C/c1ccco1	-2.7%	0.2%	2.41e-08M*	i	4.6%	-7.0%	.	27.1%	19.7%	-6.2%	1.85e-08M*
CCC(Sc1nc2c(c(=O)[nH]1)CCC2)C(=O)Nc1cccc(OC)c1 (stereo not drawn)	0.6%	-0.1%	i	?	5.5%	2.0%	17.9%	6.1%	18.8%	-4.1%	i
O=C(Cn1cc2c(n1)CCCCC2)N1CCCCC1	-2.7%	-1.6%	.	.	-3.4%	-0.1%	17.6%	.	-1.9%	4.0%	.

Not all compounds are listed (hit frequency here may not be typical).
